Compound activity: PubChem BioAssay, University of Kansas High Throughput Screening Laboratory
mHTT CaM bind: inhibitors of human mutant huntingtin-calmodulin interaction | P42858 | AlphaScreen His-mHTT/GST-CaM binding, luminescence | inhibition, % at 15 µM | 3.6% of 190,000 active | AID 1671202;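 further: 0% = both proteins with DMSO and 100% = one protein alone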
Pf apPOL block: Pf-apPOL DNA polymerase inhibition; Recombinant Pf-apPOL, molecular beacon fluorescence, 1.5 h; inhibition, % at 10 µM; 0.25% of 210,000 active
The depositor's hits bear a star; x = not tested or not shown; & = joins results of further samples. No stated cut-off is given here; in the data, active means inhibition above about 50%; inactive means the rest. The list is partial; the hit share may differ from the screen's.

SMILES,mHTT CaM bind,Pf apPOL block
Cc1cc(C)nc(SC2=CS(=O)(=O)c3ccccc32)n1,-2.0,25.2
CCOc1ccccc1C1Nc2ccccc2NC2=C1C(=O)CC(c1ccc(Cl)cc1)C2 (centres undefined),5.0,7.0
COc1ccc(C(=O)N2CC(C)OC(C)C2)cc1[N+](=O)[O-] (centres undefined),-0.3,7.3
Cc1c(C(=O)NC(C)c2ccccc2)oc2ccc(S(=O)(=O)N3CCCCCC3)cc12 (centres undefined),-6.0,-2.0
O=C(Nc1cccc2cccnc12)c1cccc([N+](=O)[O-])c1,-1.0,1.2
O=c1c2c(nc(SCc3cccc(F)c3)n1-c1ccc(Cl)cc1)CCS2,-1.0,-10.3
O=C(Oc1ccc(Br)cc1C1SCCS1)c1ccc([N+](=O)[O-])o1,x,-0.8&-2.1
C=C1c2cc(OC)ccc2NC(=O)N1c1ccccc1,11.8,2.6
Cc1cc(C)c2nc(C)cc(Nc3ccc(OCc4ccccc4)cc3)c2c1,89.8*,0.1
Oc1ccc(C=Cc2ccncc2)cc1,5.2,-2.8
CC(=O)N1c2ccc(S(=O)(=O)NC(C)(C)C)cc2CC1C (centres undefined),4.0,-1.9
CC1=C(C(=O)Nc2ccc(C)cn2)C(c2cccc(Oc3ccccc3)c2)C2=C(CCCC2=O)N1 (centres undefined),12.0,-1.8
O=C1NC(=S)SC1=CC1=Cc2ccccc2OC1,33.8,-5.4
Cc1noc(C2CN(C(=O)C3(c4ccccc4)CC3)CC23CCN(C)CC3)n1 (centres undefined),4.6,1.8
CN(Cc1nc(-c2ccc(N3CCCC3)nc2)no1)C1CCCCC1,3.7,-5.1

More results.
SMILES,mHTT CaM bind,Pf apPOL block
CC(C)(C)NC(=O)N1CCN(Cc2nc3cccnc3n2-c2ccc(F)cc2)CC1,19.0,-2.4
COc1ccc(Cl)cc1-c1ccc(C(=O)O)s1,2.2,-1.6
COC(=O)C12CC3CC(CC(NC(=O)c4ccc[nH]c4=O)(C3)C1)C2,-1.3,-2.2
CCCCC1CCC(C(=O)Nc2c3c(nn2-c2ccc(F)cc2)CS(=O)C3)CC1 (centres undefined),6.0,-4.2
c1coc(CSc2ccc(-n3cnnn3)cc2)c1,1.3,x
CCOC(=O)COc1ccc2oc(C(C)(C)C)c(C(=O)OCC)c2c1,-51.0,3.4
COc1cccc2cc(C(N)=O)c(=Nc3ccc(C)cc3)oc12,6.0,-3.5
CCNC(=O)N1CC=C(C(=O)Nc2ccccc2)CC1,-4.6,-3.4
CNC(=O)C(=O)NCCN1CCNCC1,0.7,-3.5
CC1CCCC(C)N1C(=O)c1ccc([N+](=O)[O-])cc1 (centres undefined),-0.6,-2.3
Cc1ccc(S(=O)(=O)Nc2ccc(NC(=O)Nc3ccccc3)cc2)cc1,19.0,-4.6
O=C1C(=Cc2ccco2)Oc2cc(OS(=O)(=O)c3ccccc3)ccc21,42.2,-2.8
O=C(Nc1ccc2c(c1)CCC2)c1cc([N+](=O)[O-])nn1Cc1ccccc1,8.0,4.7
O=C(NC1CC1)c1cccc(OCC2CCCN(C(=O)Cc3ccccc3Cl)C2)c1 (centres undefined),4.1,-3.4
Cc1ccc(C)c(NC(=O)c2ccoc2C)c1,-1.4,2.1

Additional compounds
SMILES,mHTT CaM bind,Pf apPOL block
Cc1ccc(-c2n[nH]c(=O)c3ccccc23)cc1S(=O)(=O)NC1CCCCC1,3.5,-1.5
CC(=O)Nc1cccc(N2CC(C(=O)Nc3nc4ccc(Cl)cc4s3)CC2=O)c1 (centres undefined),52.5*,-1.2
Cc1cccc(OCCCC(=O)Nc2ncn[nH]2)c1,8.0,-1.7
O=C(CN1C2=NCCN2c2ccccc21)c1ccccc1,-2.2,-6.3
CC1CCC2(CC1)CC[C@@H]2NCc1cccs1 (some centres undefined),0.1,-8.4
O=C(NCc1ccco1)C1CCCN(c2ncccc2-c2noc(C3CCC3)n2)C1 (centres undefined),20.0,2.4
COc1ccc(OC)c(N2CCN(Cc3ccc(F)cc3)C(C)C2=O)c1 (centres undefined),73.8*,4.0
CCc1ccc(C2C(C#N)=C(N)N(c3ncn[nH]3)C3=C2C(=O)CC(C)(C)C3)cc1 (centres undefined),6.0,-3.1
Cc1cc(C(=O)N2CCCC2c2ccc(Cl)cc2)no1 (centres undefined),-1.8,-5.8
Cc1ccc(CCC(=O)Nc2c(C)n(C)n(-c3ccccc3)c2=O)o1,3.3,6.1
CS(=O)(=O)NCCCc1ccccc1,-3.5,1.8
COC(=O)c1ccc2c(=O)n(CCCCCC(=O)O)c(=S)[nH]c2c1,-3.7,-0.9
Cc1ccc(CS(=O)(=O)Cc2ccc(C(=O)NC3CCCC3)o2)cc1,-6.0,-10.8
O=C(NC1CC(=O)N(C2CC2)C1)c1c(F)cccc1Cl (centres undefined),-15.0,-3.2
Cc1cccc(C(C)C)c1NS(=O)(=O)c1ccc(F)cc1,-9.6,3.3

An excerpt of these results, with two lines to a compound:
Order of values: mHTT CaM bind	Pf apPOL block
O=C1C(=Cc2ccco2)Oc2cc(OS(=O)(=O)c3ccccc3)ccc21
    42.2	-2.8
O=C(Nc1ccc2c(c1)CCC2)c1cc([N+](=O)[O-])nn1Cc1ccccc1
    8.0	4.7
O=C(NC1CC1)c1cccc(OCC2CCCN(C(=O)Cc3ccccc3Cl)C2)c1 (centres undefined)
    4.1	-3.4

New compounds follow.
SMILES,mHTT CaM bind,Pf apPOL block
CCOc1ccc(NC(=O)C2CCCN(C(=O)c3ccc(Cl)cc3)C2)cc1 (centres undefined),24.2,3.0
COc1ccccc1CNC(=O)c1ccc(Cn2c(C)nc3ccccc32)o1,9.7,-19.3
O=C(Nc1ccc(F)c(F)c1)c1c(O)c2cccc3c2n(c1=O)CC3,-4.0,-8.3
O=C1NC(c2ccc3c(c2)OCO3)Nc2ccc([N+](=O)[O-])cc21 (centres undefined),x,9.4
CCN1C(=O)/C(=C2\SC(=S)N(CC3CCCO3)C2=O)c2ccccc21 (centres undefined),10.1,x
CCOC(=O)C(C)Oc1ccc2c(c1)OC(=Cc1ccc(CC)cc1)C2=O (centres undefined),-4.4,8.0
COC[C@H]1CCCN1c1ccc2c(c1)O[C@@H](COCc1ccccc1)CN([C@@H](C)c1ccccc1)S2(=O)=O,-0.5,2.0
O=C(CCS(=O)(=O)Cc1ccc(Cl)cc1)NCc1cccnc1,-2.0,-17.7
O=C(Nc1ccccc1C(=O)NCc1cccnc1)c1ccc(F)cc1,-4.5,-1.0
O=C(CCc1nc(-c2ccc(N3CCCC3)cc2)no1)NCCc1ccccc1,8.2,-2.1
CC(C)(C)N(OC(=O)c1ccccc1)C(=O)C(Cl)(Cl)Cl,x,0.3
O=C1OC(c2cccc(F)c2)=N/C1=C/c1ccc(Cl)cc1Cl,-4.0,1.6
OC(c1ccc(F)cc1)c1nc2ccccc2n1Cc1ccc(Cl)cc1 (centres undefined),28.5,-1.9
Clc1ccc(C2=Nn3c(nnc3-c3ccc4c(c3)OCO4)SC2)cc1Cl,1.0,-2.7
CCOCC(=O)N(Cc1cccs1)Cc1cccn1C,-5.9,-1.1

Next part.
SMILES,mHTT CaM bind,Pf apPOL block
COc1ccccc1CNC(=O)CC(NS(=O)(=O)c1ccc(F)cc1)C(C)C (centres undefined),-9.0,-1.5
CCn1c(SC)nnc1-c1nn(C)c2c1CN(C(=O)c1c(F)cccc1Cl)CC2,-4.2,-4.2
CN1c2cc(Cl)ccc2C(=O)NC12CCN(C(=O)NCCc1ccccc1)CC2,-5.1,-7.2
CCn1c(=O)c(-c2nc(-c3ccc(F)c(Cl)c3)no2)c(O)c2ccccc21,-4.8,0.9
C=CCc1cccc(C(=O)O)c1O,x,-2.5
O=c1/c(=C/c2ccccn2)sc2n1CN(c1cccc(Br)c1)CN=2,4.0,4.2
CCOc1ccc(C2C(=O)N(C3CCCCC3)CC(=O)N2Cc2ccco2)cc1OC (centres undefined),2.0,-10.0
COc1ccccc1NC(=O)C1CCCN(c2cnn(C)c(=O)c2)C1 (centres undefined),1.7,0.0
CC12C=CC(O1)C1C(=O)N(c3ccc(Cl)c(C(=O)O)c3)C(=O)C12 (centres undefined),-2.0,2.7
Cc1ccc(OCC(=O)Nc2cc(C)ccc2C)cc1,-0.4,-0.2
O=C(COc1ccccc1Cl)NCCN1CCOCC1,-1.2,-3.1
O=C(CCSc1ccccc1)NCC1CCN(Cc2ccccc2)CC1,-8.6,-3.4
COc1ccc2c(c1)nc(SCC(=O)c1ccccc1)n2C,1.5,-6.0
O=C1CCN(CCc2ccccc2)CCN1[C@H](CSc1ccccc1)c1ccccc1,100.2*,-0.1
Cc1ccc(C(=O)Nc2ncc(S(=O)(=O)c3ccc([N+](=O)[O-])cc3)s2)cc1C,-5.0,2.1

Next section:
SMILES,mHTT CaM bind,Pf apPOL block
O=C(C1CC1)N1CCc2cc(Br)cc(S(=O)(=O)NCC3CCCO3)c21 (centres undefined),0.0,-0.8
Cc1noc(C)c1S(=O)(=O)N1CC(c2nc(Cc3cccs3)no2)C1,-7.4,-5.9
Cc1cc(C(=O)Nc2ccccc2C)c2ccccc2n1,-0.8,-0.8
Cc1oc(C(C)C)nc1C(=O)N1CCOCC1,-3.8,3.7
Cc1c(S(=O)(=O)CCNC(=O)NCc2ccc(F)cc2)c2ccccc2n1C,-4.4,-7.0
Cc1ccc(NC(=O)Cn2cnc3c(c2=O)CCCC3)cc1,-4.3,-0.7
CN(C)S(=O)(=O)c1ccc(C(=O)N2CCN(c3ccc([N+](=O)[O-])cc3)CC2)cc1,-6.8,-7.5
Cc1cc2nc(C(=O)Nc3ccc(F)cc3)cc(C)n2n1,-7.4,-5.5
CCC(C)NC(=O)c1ccc(-c2csc(C)n2)cc1 (centres undefined),-5.2,-3.4
COc1ccccc1C(=O)N1CCC2(CC1)NC(=O)c1ccc(Cl)cc1N2,16.6,-4.1
COc1ccc(C2C=C(Nc3ccccc3)C(=O)N2c2ccccc2)cc1 (centres undefined),1.0,-8.8
COc1ccc(OC)c(Nc2ccc([N+](=O)[O-])cc2[N+](=O)[O-])c1,0.1,x
Cn1nc(-c2ccc(F)cc2)cc1C(=O)NCC#CCN1CCCC1,-1.6,-6.5
CCN1CCN(CCN2C(=O)CCC2(C)C(=O)NCCC(C)C)CC1 (centres undefined),-5.9,0.0
Cc1ccccc1N1C(=O)c2ccc(Oc3ccc([N+](=O)[O-])cc3[N+](=O)[O-])cc2C1=O,23.0,44.7

Next section.
SMILES,mHTT CaM bind,Pf apPOL block
O=C1COc2ccccc2N1Cc1nc(-c2ccc(Cl)c(F)c2)no1,-9.9,-1.1
CC(C)Nc1nc(NC(C)C)nc(N(C)C#N)n1,0.0,5.0
CN(C)C1CCS(=O)(=O)C1 (centres undefined),-4.1,5.0
O=C(NC1CCCCC1)c1ccccc1NS(=O)(=O)c1ccccc1[N+](=O)[O-],-5.3,-3.0
COc1ccccc1-c1coc2c(CN3CCCCCC3)c(O)ccc2c1=O,2.7,-4.4
C=CCOc1c(OC)cccc1C1CC(=O)Nc2n[nH]c(C)c21 (centres undefined),-3.7,-1.1
O=C(Nc1cccc(Cl)c1)N1CCCC1c1ccc(F)cc1 (centres undefined),-28.9,-1.7
CCOC(=O)CN1CC23C=CC(O2)C(C(=O)Nc2ccc4c(c2)OCO4)C3C1=O (centres undefined),5.1,14.3
Cc1cccc(-n2nc3c(c2NC(=O)c2cc4ccccc4oc2=O)CS(=O)(=O)C3)c1C,1.0,-4.0
Cc1ccc(C(=O)N2CCC(O)(c3ccccc3)C(N(C)C)C2)s1 (centres undefined),5.4,-2.0
CCNC(=O)NC(N)=Nc1nc2ccccc2s1,2.0,-7.8
CC1(C)N[C@H](C(=O)O)CS1,-4.8,x
Cc1ccc(OCC(=O)NCC23CCCC2N(C)C(=O)CC3)cc1 (centres undefined),0.4,-8.1
CCc1nc(SCC(=O)NCc2ccccc2)c(C#N)cc1C,-4.0,-3.1
NC(=O)c1ccc(NC(=O)C23CC4CC(CC(C4)C2)C3)cc1,-4.7,-6.6

Following part
SMILES,mHTT CaM bind,Pf apPOL block
O=C(NCCCN1CCOCC1)c1cc(Sc2cccc(Cl)c2)nc2ccccc12,39.0,-10.3
CS(=O)(=O)N(CC(=O)N1CCN(Cc2ccccc2)CC1)c1cc(Cl)ccc1Cl,7.0,-1.4
COc1cccc2cc(-c3cc(=O)oc4cc(OCC(N)=O)ccc34)c(=O)oc12,4.2,-0.9
Cc1ccc(-n2nnnc2CNC(=O)C2CC(=O)N(c3ccc(Cl)cc3)C2)cc1C (centres undefined),5.6,-5.3
N#Cc1c(SCC(N)=O)nsc1SCc1ccccc1Cl,4.0,22.9
Cc1ccc(C=C2CCc3ccccc3C2=O)cc1,x,-15.0
COc1ccc(C(=O)C=Cc2ccc(C)cc2)c(OC)c1,0.2,-7.2
CCOC(=O)C1CCN(C(=O)c2nc(-c3ccc(Cl)cc3)n3c2CCCCC3)CC1,19.1,0.3
Brc1cccc(C2=CC(c3cccs3)n3ncnc3N2)c1 (centres undefined),16.0,-0.5
C=CCn1c(SCC(=O)N2CCOCC2)nc2sc3c(c2c1=O)CCCC3,1.4,-5.9
Cc1ccc(NC(=O)Nc2ccc3nncn3c2)cc1F,1.9,0.2
COc1cccc(C2Nc3ccccc3NC3=C2C(=O)CC(c2cccs2)C3)c1O (centres undefined),14.0,2.6
Cc1[nH]nc2c1C(c1cccc(Br)c1)C(C#N)=C(N)O2 (centres undefined),5.0,0.0
Cc1ccc(-c2noc(CCC(=O)Nc3ccc(Cl)cn3)n2)cc1,4.0,-4.8
COCC1CCN(C(=O)c2cc3c(s2)CN(C2CC2)C3)CC1,22.1,-1.0
CCCC(=O)NC(Nc1c(C)n(C)n(-c2ccccc2)c1=O)C(Cl)(Cl)Cl (centres undefined),2.0,3.0
